# Pf growth 96h: Primary qHTS for delayed death inhibitors of the malarial parasite plastid, 96 hour incubation | P. falciparum luciferase reporter growth, 96 h | Potency, µM (doses to about 28.7 µM), inactives show top-dose activity change, negative = inhibition, usual class: inhibitors | hit rate 6.9% among 320,000; also: potency is read from the fitted curve at half-maximal effect; % is scaled to controls: 0 for no effect and ±100 for the full control effect
#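 96 h incubation, 37 C, 5% CO2, of luciferase-reporter P. falciparum-infected RBCs (2% hematocrit, 0.05% parasitemia final) with test compounds; endpoint luminescence.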
# Tb PYK inh: qHTS of Trypanosoma Brucei Inhibitors. pyruvate kinase (Trypanosoma brucei), Q57TT1. TbPYK enzyme, Kinase-Glo Plus ATP luminescence, 45 min. Potency, µM (doses to about 76.8 µM), inactives show at the top dose activity, negative = inhibition, actives largely listed as inhibitors. hit rate 0.12% among 410,000; also: potency is read from the fitted curve at half-maximal effect; % is scaled to controls: 0 for no effect and ±100 for the full control effect; nearly all actives have a fitted effect of over 50% in size
#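 Luminescence from Kinase-Glo Plus, added after a 45-minute room-temperature reaction, served as the end-point read-out. The enzyme and substrate were preincubated with compound before ADP (130 uM final) initiated turnover. Concentration-effect curves came from normalized qHTS data.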
# Shiga inhibitor: A qHTS for Small Molecule Inhibitors of Shiga Toxin. Vero cells, Shiga toxin protein synthesis inhibition reporter. inhibition, % at 38.7 µM. hit rate 9.2% among 290,000. AID 2315, 2010; in the data active = inhibition mostly above about 28%, no sharp cut-off; inactive = mostly below about 43%; also: 0% is about no effect
# AMA1 RON2 block: qHTS for Inhibitors of AMA1-RON; Towards Development of Antimalarial Drug Lead: Primary Screen; AID 720542, 2013; Plasmodium falciparum AMA1 (3D7) - RON2 peptide interaction; Potency, µM (top dose mostly 58.2 µM), inactives show top-dose activity change, negative = inhibition, most hits filed as inhibitors; hit rate 0.2% among 360,000; AlphaScreen AMA1-biotinylated RON2 peptide binding;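 also: potency is read from the fitted curve at half-maximal effect; 0% = vehicle wells and -100% = peptide control; nearly all actives have a fitted effect of over 45% in size; some results filed as inactive show a strong effect at the top dose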
#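 AMA1 (3D7) with his tag at 25 nM final met compounds first, then biotinylated RON2 peptide at 25 nM; detection used donor plus acceptor beads, 10 µg/mL apiece, read by AlphaScreen after 30 min at room temperature.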
# Pf growth 48h: Primary qHTS for delayed death inhibitors of the malarial parasite plastid, 48 hour incubation; Potency, µM (titrated, usually from 28.7 µM), for the others: top-dose activity change, negative = inhibition, usual class: inhibitors; hit rate 5.9% among 310,000; AID 504832, 2011; P. falciparum luciferase growth in erythrocytes, 48 h; also: potency is read from the fitted curve at half-maximal effect; % is scaled to controls: 0 for no effect and ±100 for the full control effect
#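 Luciferase-expressing P. falciparum in infected erythrocytes (2% hematocrit, 0.1% parasitemia final) in RPMI 1640/0.5% Albumax were exposed to compound for 48 hours at 37 C, 5% CO2; growth read as luminescence.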
# LmPK inh: qHTS Assay for Inhibitors of Leishmania Mexicana Pyruvate Kinase (LmPK). AID 1721, 2009. hit rate 0.37% among 290,000. Potency, µM (series often up to 57.5 µM), for the others: top-dose activity change, negative = inhibition, most hits filed as inhibitors. Q27686. purified LmPK, Kinase-Glo ATP luminescence, 1 h; also: potency is read from the fitted curve at half-maximal effect; % is scaled to controls: 0 for no effect and ±100 for the full control effect
# Target sequence (Q27686 whole entry, looked up): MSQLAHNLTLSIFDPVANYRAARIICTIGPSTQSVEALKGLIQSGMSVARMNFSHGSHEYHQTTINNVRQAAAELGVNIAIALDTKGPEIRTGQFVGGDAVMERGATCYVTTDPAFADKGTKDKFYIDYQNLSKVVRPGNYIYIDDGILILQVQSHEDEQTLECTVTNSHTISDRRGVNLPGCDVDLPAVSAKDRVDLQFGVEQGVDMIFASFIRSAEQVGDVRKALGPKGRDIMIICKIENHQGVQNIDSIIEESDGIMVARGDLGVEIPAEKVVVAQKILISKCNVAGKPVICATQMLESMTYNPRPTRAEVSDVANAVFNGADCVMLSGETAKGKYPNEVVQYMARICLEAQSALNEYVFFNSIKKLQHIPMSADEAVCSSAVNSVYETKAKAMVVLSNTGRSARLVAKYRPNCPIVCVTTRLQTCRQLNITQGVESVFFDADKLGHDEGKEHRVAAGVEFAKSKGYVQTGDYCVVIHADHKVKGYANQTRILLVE
#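 qHTS format; LmPK 0.1 nM; substrates PEP 0.5 mM and ADP 0.1 mM. One-hour room-temperature incubation, then coupled luciferase luminescence; 0.5 nM enzyme wells mark activation.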
# CHX counter: Cycloheximide Counterscreen for Small Molecule Inhibitors of Shiga Toxin; hit rate 12% among 300,000; AID 2314, 2010; max response, %; cell reporter, cycloheximide protein synthesis inhibition counterscreen; in the data active = max response mostly above about 13%, no sharp cut-off; inactive = mostly below about 14%; also: read at 38.3 µM for the half of the compounds with a filed dose; 0% is about no effect
# * marks the source's active call; other numbers are inactive results; ? = inconclusive; . = no result given; & = joins results of further samples; [ ] = another dose, or the depositor's remark. Unless noted, calls follow the shape of the dose curve; as a rule, active = well fitted curve in the direction sought with a large enough effect; inconclusive = small, poorly fitted or top-dose-only effect, or another doubt; inactive = no such curve, though single readings can be large; an effect the other way counts as inactive or inconclusive.
No.	mol	Pf growth 96h	Tb PYK inh	Shiga inhibitor	AMA1 RON2 block
1	Cc1cccc(NC(=O)CN2C(=O)CNC2=O)c1	24%	2%	-6	-5%
2	COc1ccccc1CN1C(=O)c2ccncc2C1=O	7%	2%	-20	-6%
3	CCOC(=O)Cc1csc(NC(=O)CN(C)S(=O)(=O)c2ccc3c(c2)CCC(=O)N3)n1	-17%	-1%	1	4%
4	O=C(/C=C/c1ccc(Cl)c([N+](=O)[O-])c1)c1ccc(O)cc1	9.3µM*	4%	11	5%
5	Cc1cc2c(NCCc3ccccc3)ncnc2s1	-1%	0%	65*	-2%
6	COCCN(C(=O)COC(=O)CCSc1ccc(F)cc1)c1c(N)n(Cc2ccccc2)c(=O)[nH]c1=O	27%	2%	.	0%
7	Cc1ccccc1N1CCN(C2CCCN(C(=O)c3ccnn3C)C2)CC1 (centres undefined)	99%[activator]	10%	23	-15%
8	Cc1cc(C(=O)OCC(=O)N2CC(C)CC(C)C2)c(C)o1 (centres undefined)	?	-10%	-8	4%
9	COc1cccc(NC(=O)c2ccncc2)c1	19%	0%	38	10%
10	COc1cc(-c2cn(S(=O)(=O)c3cccc4nsnc34)nc2N)cc(OC)c1OC	?	-11%	-5	-3%

No.	Pf growth 48h	LmPK inh	CHX counter
1	.	3%	-4
2	-3%	-1%	2
3	4%	-2%	-1
4	?	-12%	11
5	14%	2%	25*
6	?	.	.
7	?	5%	7
8	-10%	1%	-9
9	45%[activator]	-1%	3
10	.	-2%	-1

# Later entries
No.	mol	Pf growth 96h	Tb PYK inh	Shiga inhibitor	AMA1 RON2 block
11	CC(=O)N1c2ccc(S(=O)(=O)N3CCCC(C(=O)Nc4ccc(C)cc4C)C3)cc2CC1C (centres undefined)	?	1%	-3	-1%
12	O=C(CSc1cccc[n+]1[O-])Nc1cccc(S(=O)(=O)NC2=NCCCCC2)c1	5%	3%	-5	-1%
13	N/C(Cc1ccc(Cl)cc1)=N\OC(=O)c1ccc2ccccc2c1	10µM*	-7%	5	5%
14	O=C(NCCc1ccccc1)c1ccc(Br)o1	0%	-4%	83*	2%
15	CCCNC(=O)c1ccc(N2CCC3(CC2)CC(c2ccccc2)=NO3)c(NC(=O)c2cccc(C)c2)c1	1.9µM*	6%	9	-8%
16	COc1ccc(Cc2[nH]n3c(=O)c(Cl)c(C)nc3c2-c2ccccc2)cc1	-35%	5%	10	-14%
17	O=C(O)/C=C/c1cccc(OCc2ccccc2)c1	42%[activator]	8%	46	-13%
18	Nc1nc(=S)c2ncn(C3CCCC3)c2[nH]1	?	-6%	-6	91%[activator]
19	COc1ccc(N=Cc2ccc(-c3ccccc3)o2)cc1	12µM*	-9%	11	?
20	O=C(Nc1ccc(C(=O)N2CCCCC2)cc1)c1ccccc1Cl	?	4%	13	14%

No.	Pf growth 48h	LmPK inh	CHX counter
11	?	-1%	0
12	9%	-4%	-3
13	?	-4%	9
14	66%[activator]	5%	46*
15	8.3µM*	8%	-1
16	24%	1%	4
17	0%	1%	6
18	?	-5%	-2
19	9%	-1%	16*
20	5%	-9%	-2

# (next part)
No.	mol	Pf growth 96h	Tb PYK inh	Shiga inhibitor	AMA1 RON2 block
21	CCOC(=O)c1c(NC(=O)C2CC=CCC2C(=O)O)sc(C)c1CC (centres undefined)	?	?	-2	10%
22	O=C(NCc1ccc2c(c1)OCO2)c1c(F)c(F)c(F)c(F)c1F	-3%	-34%	-17	84%[activator]
23	CCN1CCN(c2nc3c(C)cccn3c(=O)c2/C=C(\C#N)C(=O)NC)CC1	-5%	4%	3	5%
24	COc1ccc(/C=C2\SC(=O)N(CCNC(=O)C3CC4C=CC3C4)C2=O)cc1 (centres undefined)	184%[activator]	3%	101*	-26%
25	Cc1c(C(=O)C(C)C)n(C)c2ccccc12	27%	-4%	-5	0%
26	O=C(CSc1nncn1-c1ccccc1)N1CCCC1	36%[activator]	2%	19	13%
27	Cc1c(CCC(=O)NCCCn2ccnc2)c(=O)oc2c(C)c3occ(C(C)(C)C)c3cc12	9.3µM*	0%	-11	24%
28	NC(=O)CC(NC(=O)Cc1cccc2ccccc12)c1ccc(NCc2ccc(F)cc2)c([N+](=O)[O-])c1 (centres undefined)	4%	-4%	-10	-5%
29	O=C1COc2ccc(C(=O)COc3ccc([N+](=O)[O-])cc3)cc2N1	0%	2%	22	5%
30	O=C(CCn1c(=S)[nH]c2ccccc2c1=O)Nc1ccc(F)cc1	-5%	-9%	-2	33%[activator]

No.	Pf growth 48h	LmPK inh	CHX counter
21	0%	9%	-3
22	-10%	-4%	-2
23	3%	0%	-7
24	126%[activator]	4%	58*
25	15%	-15%	-2
26	26%	2%	-2
27	?	-2%	-8
28	-8%	1%	-3
29	0%	0%	11
30	?	8%	-3

# Next part, starting with the last two of the part before.
No.	mol	Pf growth 96h	Tb PYK inh	Shiga inhibitor	AMA1 RON2 block
29	O=C1COc2ccc(C(=O)COc3ccc([N+](=O)[O-])cc3)cc2N1	0%	2%	22	5%
30	O=C(CCn1c(=S)[nH]c2ccccc2c1=O)Nc1ccc(F)cc1	-5%	-9%	-2	33%[activator]
31	O=C(C1CC1)N1CCc2cc(S(=O)(=O)NCC3COc4ccccc4O3)ccc21 (centres undefined)	-17%	-28%	-13	18%
32	O=C1CC(N2CCN(c3cccc(C(F)(F)F)c3)CC2)C(=O)N1c1ccccc1 (centres undefined)	.	4%	-1	0%
33	Cc1cc(C)n2nc(CNS(=O)(=O)c3ccc(F)cc3)nc2n1	?	1%&0%	-3	-2%
34	CC(C)c1ccc(NC2CCCN(C(=O)CSc3nncn3C)C2)cc1 (centres undefined)	40%	0%	-2	-9%
35	CCn1nnc2cc(C(=O)N(CCOC)CC(=O)Nc3cccc(C)c3C)ccc21	?	3%	.	9%
36	CCCSc1cc(NCCOC(C)=O)c([N+](=O)[O-])c2nonc12	?	-4%	-7	10%
37	CCOc1ccc(NS(=O)(=O)c2ccc(C(=O)NC3CCN(Cc4ccccc4)CC3)cc2)cc1	?	1%	.	0%
38	S=c1[nH]nc(C2CCCCC2)n1Cc1ccccc1	-3%	?	-7	13%
39	COc1c(C)oc2cc(O)ccc2c1=O	-14%	-8%	-8	1%
40	Cn1nc(CC(=O)NC2CCCCC2)c2ccccc2c1=O	176%[activator]	0%	8	0%

No.	Pf growth 48h	LmPK inh	CHX counter
29	0%	0%	11
30	?	8%	-3
31	7%	3%	-2
32	4%	-7%	-2
33	20%	-2%	1
34	9%	-4%	7
35	-7%	.	.
36	1%	1%	-1
37	?	.	.
38	12%	?	-2
39	9%	-1%	-7
40	-1%	-2%	4

# The listing continues:
No.	mol	Pf growth 96h	Tb PYK inh	Shiga inhibitor	AMA1 RON2 block
41	O=C(NC1CCCN(Cc2ccc(Cl)cc2)C1)C1CCC1 (centres undefined)	?	-1%	18	1%
42	COc1ccc(/C=N/NS(=O)(=O)c2ccc(F)cc2)cc1CN1CCSCC1	?	6%	2	-7%
43	Cc1nc2sc(C(c3cccc(F)c3)N3CC(C)OC(C)C3)c(O)n2n1 (centres undefined)	-25%	0%	20	18%
44	COc1ccc(C(C)=O)cc1CC(=O)N(Cc1ccccc1)c1ccccc1	?	-4%	1	1%
45	COc1ccccc1NC(=O)c1ccc2[nH]c(C)c(C)c2c1	62%[activator]	-6%	128*	-3%
46	O=C(COc1cccnc1[N+](=O)[O-])NCc1cccs1	43%[activator]	7%	7	-2%
47	Cc1cc2c(Nc3cccc(O)c3)ncnc2s1	9%	-2%	23	-2%
48	COc1ccc2c3c1O[C@H]1C[C@@H](O)C=C[C@@]31CCN(C)C2	?	4%&-5%	3&-12	-2%
49	CCC(Sc1nnc(-c2ccco2)n1C)C(=O)Nc1nnc(C)s1 (centres undefined)	4%	-23%	-5	-8%
50	CCN1CCN(c2ccc([N+](=O)[O-])cc2C(=O)c2ccc(Cl)cc2)CC1	?	5%	-7	-18%

No.	Pf growth 48h	LmPK inh	CHX counter
41	-17%	-7%	-2
42	-16%	-2%	-1
43	83%[activator]	-3%	-1
44	?	0%	-3
45	3%[0.00184 µM]	0%	40*
46	?	5%	6
47	366%[activator]	0%	19*
48	-25%	2%	-5&-1
49	-34%	-1%	2
50	0%	1%	-2

# Single records, from the list above. Order of screens: Pf growth 96h	Tb PYK inh	Shiga inhibitor	AMA1 RON2 block	Pf growth 48h	LmPK inh	CHX counter
# `COc1ccc(C(C)=O)cc1CC(=O)N(Cc1ccccc1)c1ccccc1` reads ?	-4%	1	1%	?	0%	-3
# `COc1ccc2c3c1O[C@H]1C[C@@H](O)C=C[C@@]31CCN(C)C2` reads ?	4%&-5%	3&-12	-2%	-25%	2%	-5&-1
# `CCC(Sc1nnc(-c2ccco2)n1C)C(=O)Nc1nnc(C)s1` (centres undefined) reads 4%	-23%	-5	-8%	-34%	-1%	2
# `O=C(NC1CCCN(Cc2ccc(Cl)cc2)C1)C1CCC1` (centres undefined) reads ?	-1%	18	1%	-17%	-7%	-2
# `CCN1CCN(c2ccc([N+](=O)[O-])cc2C(=O)c2ccc(Cl)cc2)CC1` reads ?	5%	-7	-18%	0%	1%	-2

# Further entries follow:
No.	mol	Pf growth 96h	Tb PYK inh	Shiga inhibitor	AMA1 RON2 block
51	O=C(CC1C(=O)NCCN1Cc1c(F)cccc1Cl)NC1CCCC1 (centres undefined)	?	4%	-10	17%
52	CC(OC(=O)/C=C/c1ccc(Br)cc1)C(=O)N1CCOCC1 (centres undefined)	0%	-1%	.	-3%
53	O=C(NCCc1ccc(C(F)(F)F)cc1)c1ccc2c(c1)OCO2	18%	4%	.	11%
54	CCOC(=O)c1c(NC(=S)Nc2ccc(F)cc2)sc2c1CCC2	?	-3%	-9	41%[activator]
55	Cc1sc(NC(=O)CN2CCN(c3ccccn3)CC2)c(C#N)c1C	?	-6%	2	10%
56	NC(=O)/C(=C\c1cccnc1)NC(=O)c1ccccc1	-30%	3%	-12	3%
57	COc1ccccc1N(CC(=O)NCc1cccnc1)S(C)(=O)=O	.	7%	-25	1%
58	CCCNC(=O)N1CCC2(CC1)OCCO2	?	-2%	-5	11%
59	CN(Cc1nnc(SCC(=O)NCCc2ccccc2)n1C)S(=O)(=O)c1ccccc1	13%	-18%	-6	1%
60	CC(C)c1cc(CNC(=O)c2cc(COc3cncc(Cl)c3)on2)on1	?	-29%	25	10%
61	N#CCCSc1nc(N2CCOCC2)c2c(c1C#N)CCCC2	-7%[5.75 µM]	-4%	-20	2%

No.	Pf growth 48h	LmPK inh	CHX counter
51	-8%	-7%	1
52	0%	.	.
53	13%	.	.
54	.	3%	-3
55	-9%	2%	-1
56	40%[activator]	1%	-3
57	19%	1%	-3
58	14%	1%	4
59	1%	-2%	-1
60	?	-1%	11
61	2%	4%	-1

# Screening data (PubChem BioAssay)
